GPT2 inh – inhibitors of human GPT2 alanine aminotransferase. AID 1671188. 100,000 tested, 0.25% active. Potency, µM (titrated, usually from 57.7 µM), inactives show top-dose activity change, negative = inhibition, usual class: inhibitors. Q8TD30. Recombinant GPT2, coupled pyruvate oxidase/HRP Amplex Red fluorescence; note: potency is the fitted concentration of half-maximal effect; nearly all actives have a fitted effect of over 60% in size; many of its hits are not listed in these tables
Target sequence (Q8TD30 whole entry, looked up): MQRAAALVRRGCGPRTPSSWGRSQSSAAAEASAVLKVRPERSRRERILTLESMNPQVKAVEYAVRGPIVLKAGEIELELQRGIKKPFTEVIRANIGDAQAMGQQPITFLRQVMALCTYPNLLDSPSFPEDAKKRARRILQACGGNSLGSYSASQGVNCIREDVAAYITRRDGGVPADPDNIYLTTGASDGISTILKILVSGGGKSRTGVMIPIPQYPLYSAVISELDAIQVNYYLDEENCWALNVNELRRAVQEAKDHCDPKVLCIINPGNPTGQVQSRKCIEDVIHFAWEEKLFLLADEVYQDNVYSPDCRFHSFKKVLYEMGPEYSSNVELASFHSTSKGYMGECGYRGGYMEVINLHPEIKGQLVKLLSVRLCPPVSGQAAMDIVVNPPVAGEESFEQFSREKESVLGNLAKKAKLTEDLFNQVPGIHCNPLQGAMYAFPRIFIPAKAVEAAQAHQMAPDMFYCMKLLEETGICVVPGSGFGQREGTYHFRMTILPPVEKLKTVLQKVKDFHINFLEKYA
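GPT2 10ng/uL, a-KG 250uM, L-Ala 2mM, HEPES pH7.5 + 0.0001% Tween; 30 min RT. Then Amplex mix (PO/HRP/ThPP), 30 min RT dark, fluorescence. AOA 50uM used as positive control.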
IP6K1 inh – blocks human inositol hexakisphosphate kinase 1; AID 1645851; activity change, % (series mostly up to about 58 µM); IP6K1 kinase, ADP-Glo luminescence, 2 h; active compounds read low; 140,000 tested, 0.81% active; Q92551; in the data active = activity change below about -25%
Target sequence (Q92551 whole entry, looked up): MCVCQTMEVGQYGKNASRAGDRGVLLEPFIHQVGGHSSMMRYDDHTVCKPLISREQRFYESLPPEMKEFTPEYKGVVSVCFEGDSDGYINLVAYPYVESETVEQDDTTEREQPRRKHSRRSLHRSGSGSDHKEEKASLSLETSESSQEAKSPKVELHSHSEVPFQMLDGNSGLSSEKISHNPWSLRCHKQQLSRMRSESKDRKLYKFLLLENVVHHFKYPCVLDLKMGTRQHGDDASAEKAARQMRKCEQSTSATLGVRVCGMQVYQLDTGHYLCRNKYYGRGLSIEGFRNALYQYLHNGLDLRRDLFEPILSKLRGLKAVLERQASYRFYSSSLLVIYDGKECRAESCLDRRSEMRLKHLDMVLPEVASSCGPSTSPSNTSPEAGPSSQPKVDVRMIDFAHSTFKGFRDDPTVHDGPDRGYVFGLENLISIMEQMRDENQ
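ADP-Glo luminescence measures ADP made by human IP6K1 during a 2 h RT reaction with ATP/IP6 (mix at 1.3 mM/130 uM); top library doses 57.5 and 19.1 uM final.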
SNCA viab count – reduces viability of HEK-293 SNCA reporter cells; HEK-293-SNCA-luc viability, GF-AFC fluorescence, 24 h; Potency, µM (doses to about 57.1 µM), inactives show top-dose activity change, negative = cytotoxicity, most hits filed as cytotoxic; 150,000 tested, 0.12% active;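 note: potency is the fitted concentration of half-maximal effect; 0% = DMSO-treated cells and -100% = medium-only wells without cells; nearly all actives have a fitted effect of over 30% in size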
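Cytotoxicity counterscreen: after 24 h compound treatment of genome-edited SNCA-luciferase HEK-293 cells, live-cell protease substrate GF-AFC read by fluorescence after 30 min; activity scaled between DMSO (0%) and medium-only (-100%), curves Hill-fitted.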
NIH3T3 tox – cytotoxic compounds in NIH 3T3 cells; NIH 3T3 viability, CellTiter-Glo ATP luminescence, 48-72 h; Potency, µM (highest dose often 96.7 µM), for the others: at the highest dose activity change, negative = cytotoxicity, hits mostly inhibitors; 94,000 tested, 4.3% active; AID 1345082; note: potency is the fitted concentration of half-maximal effect; nearly all actives have a fitted effect of over 55% in size
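Cytotoxicity was measured by CellTiter-Glo ATP luminescence after 48 or 72 h compound exposure at 37 °C. Mouse NIH 3T3 fibroblasts were seeded at 400 cells/well and dosed by 23 nL pin transfer.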
SNCA expr inh – inhibitors of alpha-synuclein (SNCA) gene expression; HEK-293 SNCA-luciferase knock-in, luminescence, 24 h; Potency, µM (doses to about 57.2 µM), inactives show at the top dose activity change, negative = inhibition, most hits filed as inhibitors; 140,000 tested, 0.17% active;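 note: potency is the fitted concentration of half-maximal effect; plate controls were DMSO cells for no effect and cell-free wells for full effect; nearly all actives have a fitted effect of over 45% in size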
Luciferase inh – Photinus pyralis luciferase inhibition; P08659; purified P. pyralis luciferase, luminescence, biochemical; Potency, µM (doses to about 115 µM), inactives show top-dose activity change, negative = inhibition, actives largely listed as inhibitors; 76,000 tested, 2.5% active; note: potency is the fitted concentration of half-maximal effect; nearly all actives have a fitted effect of over 65% in size
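Cell-free enzyme assay, 10nM P. pyralis luciferase, luciferin and ATP each at 10uM. Inhibition profiled over a 6-point titration, read as luminescence.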
HEK293 tox – HEK 293 cell cytotoxicity; 94,000 tested, 6.6% active; Potency, µM (titrated, usually from 115 µM), for the others: top-dose activity change, negative = cytotoxicity, most hits filed as inhibitors; HEK 293 viability, ATP luminescence (CellTiter-Glo), 48-72 h; note: potency is the fitted concentration of half-maximal effect; nearly all actives have a fitted effect of over 60% in size
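Cytotoxicity was scored by loss of ATP-coupled luminescence (CellTiter-Glo) in HEK 293 cells. Compound treatment ran 48 or 72 hr at 37 degree Celsius, 5% CO2, 95% humidity.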
Active calls of the source: *; i = inactive; ? = inconclusive; · = not tested or not shown; & = joins results of further samples; [ ] = remark or other dose. Unless noted, calls come from the whole dose curve; as a rule, active = well fitted curve in the direction sought with a large enough effect; inconclusive = small, poorly fitted or top-dose-only effect, or another doubt; inactive = no such curve, though single readings can be large; an effect the other way counts as inactive or inconclusive. Unless noted, % is set by controls: 0 for no effect and ±100 for the full control effect. Some of the compounds tested; the hit share may differ from the screen's.

SMILES | GPT2 inh | IP6K1 inh | SNCA viab count | NIH3T3 tox | SNCA expr inh | Luciferase inh | HEK293 tox
C[C@@H]1CN(C(=O)Cc2c(F)ccc(Cl)c2F)CC[C@]1(C)O | 3% | 14 | -10% | -4% | -2% | -7% | -1%
C=C1C(=O)O[C@@H]2[C@H]1CCC(C)=C1CCC(=O)O[C@]12C | 4% | -16 | ? | · | · | · | ·
Cc1cc(NC(=O)Nc2nnc(N(C)Cc3ccccc3)s2)ccc1Br | · | 3 | 1% | · | 3% | · | ·
CNC(=O)N1CCC(n2c(C)cnc2-c2cccnc2)CC1 | 2% | 13 | 5% | i | 17% | 5% | -2%
O=C1CO[C@H]2CCN(Cc3cccnc3)CC[C@@H]2N1Cc1ccccc1 | i | -7 | 0%[87.6 µM] | ? | 8%[87.6 µM] | 0%[172 µM] | ?
CCOC(=O)CCCCN(Cc1ccccc1F)S(=O)(=O)c1ccc(F)c(C(=O)Nc2cc(Cl)cc(Cl)c2)c1 | · | 1 | 7% | · | -13% | · | ·
Cc1cc(C)c(C#N)c(SCC(=O)Nc2ccccc2C#N)n1 | · | 11 | 5% | · | 39%[activator] | · | ·
Cc1ccc(Cn2c(=O)c(-c3noc(C)n3)c3n(c2=O)CCCCC3)cc1 | i | 19 | -1% | -4% | 12% | -4% | 5%
CCN(CC)CCCNC(=O)c1cn(CC)c2ccc(S(=O)(=O)N3CCC(C)CC3)cc2c1=O | · | 7 | 0% | · | 1% | · | ·
COc1ccccc1CNC(=O)C1CCCN(S(=O)(=O)c2ccc3c(c2)oc(=O)n3C)C1 (stereo not given) | · | 2 | 6% | · | -9% | · | ·
CC(C)(C)C(=O)N1CCCC(C(=O)N2CCCC(c3nc4ccncc4[nH]3)C2)C1 (stereo not given) | -6% | 13 | 1% | -26% | -4% | · | -17%
COCC(=O)N1CC[C@@H](CC(=O)O)[C@@H](CC2=NCCc3ccc(C)cc32)C1 | -23%[88.5 µM] | 6 | 4%[87.6 µM] | -2%[174 µM] | 26%[87.6 µM] | 5%[172 µM] | -5%[172 µM]
COCCCNC(=O)c1ccc2oc(-c3cccnc3Cl)nc2c1 | 1% | 11 | -1%[12.5 µM] | -23% | 70%[activator] | · | -28%
Cc1ccc(CNC(=O)c2oc3ccc(S(=O)(=O)N4CCCC(C)C4)cc3c2C)cc1 (stereo not given) | · | -1 | 1% | · | -14% | · | ·
Cc1ccc2c(c1)N(C(=O)N1CCC(C(=O)NC3CCCCCC3)CC1)CC(C)O2 (stereo not given) | · | 3 | -4% | · | 85%[activator] | · | ·
COc1ccc(/C=C/C(=O)O[C@@H]2[C@@H](O[C@@H]3O[C@H](CO)[C@@H](O)[C@H](O)[C@H]3O)[C@@H](O)[C@H](O[C@H]3C4C=CO[C@@H](O[C@@H]5O[C@H](CO)[C@@H](O)[C@H](O)[C@H]5O)C4[C@@]4(CO)O[C@@H]34)O[C@H]2C)cc1 (stereo not given in full) | i | 5 | ? | · | · | · | ·
CCCN(C)CC1(O)CCC2(CCN(C(=O)c3ccc(OC)cc3OC)CC2)CC1 | 1% | -7 | -4% | -3% | 16% | · | -1%
CCC(Oc1ccc(F)cc1)C(=O)Nc1c(C(=O)c2ccc(C)cc2)oc2ccccc12 (stereo not given) | · | 35 | 5% | · | ? | · | ·
CN(C(=O)Cc1ccccn1)C1CCCc2ccccc21 (stereo not given) | 1%[88.5 µM] | 0 | -10%[87.6 µM] | ? | ? | -8%[172 µM] | ?
COc1ccccc1CN1CC(c2noc(CC3CCCC3)n2)CC1=O (stereo not given) | i | 1 | -4% | ? | 1% | 2% | ?
N#Cc1ccnc(N2C(=O)CC[C@H]2C(=O)N(c2cncc(F)c2)[C@H](C(=O)NC2CC(F)(F)C2)c2ccccc2Cl)c1 | i | -10 | -18%&-7% | · | -23% | · | ·
COC(=O)c1ccc(NC(=O)N2CCN(Cc3cc(=O)n4nc(-c5ccc(C)cc5)sc4n3)CC2)cc1 | · | -1 | 1% | · | -4% | · | ·
COc1cccc(OCc2nc3ccccc3n2CCOc2cccc(C)c2)c1 | · | 1 | 6% | · | 59%[activator] | · | ·
CNC(=O)[C@@H]1CN(C(=O)CCc2nc3ccccc3s2)C[C@H]1c1n[nH]c(C)n1 | -2% | 8 | 1% | -1% | -15% | -11% | i
COCCNC(=O)c1cn2cc(-c3cccc(Cl)c3)n(CC=C(C)C)c(=O)c2n1 | ? | 4 | 6% | ? | -7% | 1% | ?

4 entries picked at random from the list so far, as already listed:
SMILES | GPT2 inh | IP6K1 inh | SNCA viab count | NIH3T3 tox | SNCA expr inh | Luciferase inh | HEK293 tox
CCOC(=O)CCCCN(Cc1ccccc1F)S(=O)(=O)c1ccc(F)c(C(=O)Nc2cc(Cl)cc(Cl)c2)c1 | · | 1 | 7% | · | -13% | · | ·
COc1ccccc1CN1CC(c2noc(CC3CCCC3)n2)CC1=O (stereo not given) | i | 1 | -4% | ? | 1% | 2% | ?
CCN(CC)CCCNC(=O)c1cn(CC)c2ccc(S(=O)(=O)N3CCC(C)CC3)cc2c1=O | · | 7 | 0% | · | 1% | · | ·
CNC(=O)N1CCC(n2c(C)cnc2-c2cccnc2)CC1 | 2% | 13 | 5% | i | 17% | 5% | -2%

Carrying on.
SMILES | GPT2 inh | IP6K1 inh | SNCA viab count | NIH3T3 tox | SNCA expr inh | Luciferase inh | HEK293 tox
Cn1ncc2c(C(=O)NCc3cccc(F)c3)cc(-c3ccccc3C(F)(F)F)nc21 | · | 0 | · | ? | · | · | ?
CCc1ccc(C(=O)CSc2nc(-c3ccccc3)nc3c2CCCC3)cc1 | · | 29 | -4% | · | 19% | · | ·
CCCOc1ccc(C(=O)N(Cc2ccccc2Cl)C2CCS(=O)(=O)C2)cc1 (stereo not given) | · | 9 | -10% | · | -1% | · | ·
COc1ccc(C(=O)N2CCCC(Cc3ncc(C)n3Cc3ccccc3)C2)c(OC)c1 (stereo not given) | -1% | -7 | -3% | -7% | 207%[activator] | 22µM* | -21%
O=C(O)c1ccc(CN2C[C@H](O)C[C@H]2c2nc(-c3ccccc3)no2)cc1 | -22%[88.5 µM] | 15 | 2%[87.6 µM] | -6%[138 µM] | 49%[activator][87.6 µM] | ? | -10%[172 µM]
COCCCN1CCc2nc(SCC(=O)Nc3ccc(C)c(Cl)c3)[nH]c(=O)c2C1 | · | -7 | 7% | · | 33% | · | ·
COc1ccccc1C(=O)Nc1ccc([C@H]2OCC(=O)N(Cc3cccnc3)[C@@H]2CO)cc1 | 1% | 8 | 14% | ? | -23% | 7% | ?
Cc1ccc(-n2c(SCC(=O)NCc3ccccc3)nc3c([nH]c4ccccc43)c2=O)cc1 | · | 0 | -10% | · | 33%[activator] | · | ·
CC(=O)NC[C@H]1CCN(S(=O)(=O)c2ccc(F)c(Cl)c2)C[C@H]1N(C)C | i | 30 | -14%[12.5 µM] | -5% | 30% | 5% | 3%
Cc1ccc(-n2ncc(C(=O)N3CCN(C(=O)c4ccco4)CC3)c2C2CCN(C(=O)OC(C)(C)C)CC2)cc1 | · | 7 | -3% | · | -22% | · | ·
O=C(NCc1ccccc1F)c1cc(Br)cn2ccnc12 | 0% | -10 | -2% | -16% | 31% | -10% | ?
Cc1ccc(Cn2c(SCc3ccc(C(=O)O)cc3)nc3cccnc32)cc1 | · | 6 | 3% | · | -5% | · | ·
Cc1cc(C)c(NC(=O)Cn2c(SCC(=O)NCc3ccccc3)nc3ccccc32)c(C)c1 | · | 15 | -1% | · | 12% | · | ·
COC1C(=O)N(C2CCN(C(=O)c3ccncc3)CC2)C12CCOCC2 (stereo not given) | -9% | 0 | -3% | 0% | -1% | 2% | 2%
CN1C(=O)Cc2ccccc2C1C(=O)NC1CCCC1 (stereo not given) | 2% | 15 | 8% | i | -1% | 11% | 6%
Cc1ccc(-c2cn3c(n2)sc2cc(C(=O)N4CCCCC4)ccc23)cc1 | · | 6 | -14% | · | 46%[activator] | · | ·
O=C(c1csc(Cc2ccccc2)n1)N1CCC2(CCCNC2)C1 (stereo not given) | -21% | 25 | -23% | 2% | 6% | 1% | -7%
O=C(NCCCN1CCN(c2ccccc2F)CC1)c1sc2ncccc2c1-n1cccc1 | · | 0 | -1% | · | -28% | · | ·
COCCOC(=O)C1=C(C)N=C2SC=C(CC(=O)Nc3cccc(OC)c3)N2C1c1ccccc1 (stereo not given) | 4% | 11 | -4% | -16% | -19% | -7% | ?
CCOC(=O)c1c(C)[nH]c(C)c1S(=O)(=O)N1CCC(C(=O)N2CCN(c3cccc(C)c3C)CC2)CC1 | · | -12 | -17% | · | ? | · | ·
O=C(CSc1nnc(-c2ccccc2F)o1)Nc1cccc(C(F)(F)F)c1 | · | 14 | 17% | · | 95%[activator] | · | ·
COc1ccc(-c2nc(C)nc3c2CN(C(=O)c2ccccc2F)CC3)cc1 | i | -16 | ? | ? | ? | · | 4%
Cn1c(SCc2ccc(F)cc2)nc2ccc(C(=O)NCc3ccc(F)cc3)cc21 | · | -2 | -8% | · | -12% | · | ·
COc1ccc(C)cc1NC(=O)c1c2c(nc3ccccc13)C(=O)N(C1CCCCC1)C2 | · | 0 | 6% | · | -2% | · | ·
Cc1ccccc1S(=O)Cc1ccc(C(=O)N2CCN(c3cccc(C)c3C)CC2)o1 (stereo not given) | · | -11 | -26% | · | ? | · | ·
Cn1ccc(NC(=O)C2(C)CCCc3cnc(Nc4ccccc4)nc32)n1 (stereo not given) | -21%[88.5 µM] | -3 | -19%[87.6 µM] | ? | -14%[87.6 µM] | -2%[172 µM] | ?
CC(C)(C)c1ccc(-c2cc(C[C@H]3CNCC[C@H]3CC(=O)N3CCC(n4c(=O)[nH]c5ccccc54)CC3)no2)cc1 | i | -2 | ? | 25µM* | ? | -3% | 22µM*
COc1ccc(OC)c(NC(=O)c2nc(SCc3ccccc3F)ncc2Cl)c1 | · | -2 | 7% | · | 30% | · | ·
CC(C=CC1=C(C)CCCC1(C)C)=CC=CC(C)=CC(=O)O | 4%&3% | · | -3%&4% | · | 19%&47% | · | ·

Single records, as listed above. Screens in order: GPT2 inh, IP6K1 inh, SNCA viab count, NIH3T3 tox, SNCA expr inh, Luciferase inh, HEK293 tox
COc1ccc(OC)c(NC(=O)c2nc(SCc3ccccc3F)ncc2Cl)c1 across the screens: ·, -2, 7%, ·, 30%, ·, ·
COc1ccc(-c2nc(C)nc3c2CN(C(=O)c2ccccc2F)CC3)cc1 across the screens: i, -16, ?, ?, ?, ·, 4%
CCc1ccc(C(=O)CSc2nc(-c3ccccc3)nc3c2CCCC3)cc1 across the screens: ·, 29, -4%, ·, 19%, ·, ·

Screens from PubChem BioAssay.
